From PubChem
Polio RdRp inh = poliovirus RdRp elongation inhibitors, primary screen, biochemical, fluorescence polarization, total intensity. 150,000 tested, 0.66% active. AID 588519, 2011. Genome polyprotein (Poliovirus type 1 (strain Mahoney)), P03300. % elongation, % (compound at 16.7 µg/mL). poliovirus polymerase elongation; active compounds read low; in the data active means % elongation below about 90%; further: some results filed as inactive read as strong as hits
Target sequence (P03300 1749-2209 limits assumed): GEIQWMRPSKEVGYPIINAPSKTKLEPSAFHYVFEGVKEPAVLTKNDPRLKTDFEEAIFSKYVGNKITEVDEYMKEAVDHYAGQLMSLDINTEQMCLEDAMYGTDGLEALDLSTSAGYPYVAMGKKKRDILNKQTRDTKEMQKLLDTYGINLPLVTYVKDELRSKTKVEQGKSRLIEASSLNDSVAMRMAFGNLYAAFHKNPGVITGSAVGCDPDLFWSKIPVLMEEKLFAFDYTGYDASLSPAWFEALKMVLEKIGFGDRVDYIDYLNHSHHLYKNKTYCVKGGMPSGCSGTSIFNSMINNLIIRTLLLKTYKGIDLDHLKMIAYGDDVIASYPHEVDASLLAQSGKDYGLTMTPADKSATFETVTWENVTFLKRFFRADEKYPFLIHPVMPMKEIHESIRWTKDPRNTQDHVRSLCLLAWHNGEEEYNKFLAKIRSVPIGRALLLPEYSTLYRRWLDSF
Polio RdRp inh FP z-score = further read-out of Polio RdRp inh, marked with its call; z-score; measured here: FP z-score; hits read low
Starred values were filed as active, the others as inactive. The list is partial; the hit share may differ from the screen's.

Screening CCOc1ccc(NC(=O)NS(=O)(=O)c2ccc(C)cc2)cc1 returned Polio RdRp inh 97 and Polio RdRp inh FP z-score -1.4.
Screening CCCn1c(=N)c(C(=O)NCc2cccnc2)cc2c(=O)n3cc(C)ccc3nc21 returned Polio RdRp inh 111 and Polio RdRp inh FP z-score 0.
For O=C(CSC1=NCCS1)NC(=O)c1ccccc1 the results were Polio RdRp inh 114 and Polio RdRp inh FP z-score 1.1.
CN1CCN(Cc2nnnn2CC2CCCO2)CC1 (configuration not stated) was read as Polio RdRp inh 99 and Polio RdRp inh FP z-score -1.1.
For COCCNC(=O)Cn1nc(N2CCN(c3ccccc3OC)CC2)ccc1=O the results were Polio RdRp inh 107 and Polio RdRp inh FP z-score 0.1.
For Cc1ccc(NC(=O)Cn2nc(-c3ccccc3)nc(Cc3ccc(Cl)cc3)c2=O)cc1 the results were Polio RdRp inh 111 and Polio RdRp inh FP z-score 1.
CCc1c(CN2CCN(c3ccccc3F)CC2)csc1C was read as Polio RdRp inh 108 and Polio RdRp inh FP z-score 0.2.
Screening CC(C(=O)Nc1ccc(S(=O)(=O)N2CCCCC2)cc1)N1CCCCCC1 (configuration not stated) returned Polio RdRp inh 100 and Polio RdRp inh FP z-score 0.
Cc1cc(OC(=O)c2ccccc2)n(CCC#N)n1 was read as Polio RdRp inh 99 and Polio RdRp inh FP z-score -0.5.
O=C(c1ccc(C(=O)N2CCc3ccccc3C2)cc1)N1CCc2ccccc2C1 was read as Polio RdRp inh 109 and Polio RdRp inh FP z-score 0.7.
Cc1nc(Nc2ccccc2)sc1C(=O)c1cc2ccccc2s1 was read as Polio RdRp inh 101 and Polio RdRp inh FP z-score -0.5.
Cn1c(=O)c2sccc2n2c(CCCC(=O)NC3CCN(Cc4ccccc4)CC3)nnc12 was read as Polio RdRp inh 102 and Polio RdRp inh FP z-score 0.2.
`O=C(CCS(=O)(=O)c1ccc(Br)cc1)N1CC(=O)N(CCc2ccccc2)C(=O)C1` gave Polio RdRp inh 101 and Polio RdRp inh FP z-score -0.1.
For CCCNC(=O)c1cc2nc(-c3ccc(Br)cc3)cc(C(F)(F)F)n2n1 the results were Polio RdRp inh 102 and Polio RdRp inh FP z-score -0.8.
`O=C(COc1ccccc1F)OCC(=O)N1CCCCC1` gave Polio RdRp inh 102 and Polio RdRp inh FP z-score 0.1.
`CCCCCC1C/C(=N/OC(C)=O)C=C(C)C1C(=O)OC` (configuration not stated) gave Polio RdRp inh 99 and Polio RdRp inh FP z-score -0.9.
`C=CCn1c(Br)nc2c1c(=O)n(C)c(=O)n2C` gave Polio RdRp inh 100 and Polio RdRp inh FP z-score -0.6.
`Cc1ccc(-n2ncc(C(=O)Nc3ccc(C)c(F)c3)c2C2CCN(C(=O)OC(C)(C)C)CC2)cc1C` gave Polio RdRp inh 97 and Polio RdRp inh FP z-score -1.7.
`O=C(Cc1ccsc1)NCCc1ccc2c(c1)OCCO2` gave Polio RdRp inh 100 and Polio RdRp inh FP z-score -0.5.
For CC(C)c1c(C#N)c(N)nc(SCC(=O)c2cc3ccccc3oc2=O)c1C#N the results were Polio RdRp inh 97 and Polio RdRp inh FP z-score -0.4.
For CCOC(=O)Cn1cc2c(c1-c1ccc(Cl)cc1)c(=O)n(C)c(=O)n2C the results were Polio RdRp inh 105 and Polio RdRp inh FP z-score 0.2.
`O=C(NCCCN1CCOCC1)C1CC(=O)N(c2ccccc2)C1` (configuration not stated) gave Polio RdRp inh 101 and Polio RdRp inh FP z-score -0.4.
`COC(=O)c1c(NC(=O)/C=C/c2ccc(OC)cc2)sc(C)c1C` gave Polio RdRp inh 102 and Polio RdRp inh FP z-score 0.
For Cc1ccccc1S(=O)(=O)Cc1ccc(C(=O)N2CCN(c3ccccc3)CC2)o1 the results were Polio RdRp inh 100 and Polio RdRp inh FP z-score -0.4.
`Cn1c(-c2ccccc2)c(C(=O)Cn2cnc3sccc3c2=O)c2ccccc21` gave Polio RdRp inh 105 and Polio RdRp inh FP z-score 0.3.
`Cc1c(C(=O)NCc2cccnc2)oc2ccc3c(c12)C(=O)CC1(CCCC1)O3` gave Polio RdRp inh 103 and Polio RdRp inh FP z-score 0.6.
For Cn1c(CCNC(=O)c2ccco2)nc2cc(NC(=O)COc3ccc(Cl)cc3)ccc21 the results were Polio RdRp inh 106 and Polio RdRp inh FP z-score -0.1.
CCOC(=O)c1cnc(SC)nc1NC(=O)Nc1cccc(OC)c1 was read as Polio RdRp inh 101 and Polio RdRp inh FP z-score -0.2.
C/C(=N\OCCN1CCCCC1)C1COc2ccccc2O1 (configuration not stated) was read as Polio RdRp inh 103 and Polio RdRp inh FP z-score 0.4.
Screening COC(=O)c1ccc(CSc2nnc(-c3ccc(F)cc3)c3ccccc23)o1 returned Polio RdRp inh 102 and Polio RdRp inh FP z-score 0.
`Cc1ccccc1/C=N/n1c(C)cc(C)c(C#N)c1=O` gave Polio RdRp inh 104 and Polio RdRp inh FP z-score 0.5.
Screening C=CCn1c(=O)c2ccc(C(=O)NCc3ccccc3)cc2n(Cc2ccccc2C#N)c1=O returned Polio RdRp inh 101 and Polio RdRp inh FP z-score -0.3.
Screening Cc1ccc(NC(=O)CSCC(N)=O)cc1C returned Polio RdRp inh 101 and Polio RdRp inh FP z-score 0.5.
`COc1ccc(C2C(C(=O)O)c3ccccc3C(=O)N2Cc2ccc(Cl)cc2)cc1` (configuration not stated) gave Polio RdRp inh 103 and Polio RdRp inh FP z-score -0.2.
Cc1cn2c(=O)cc(COC(=O)c3ccccc3F)nc2s1 was read as Polio RdRp inh 110 and Polio RdRp inh FP z-score 0.9.
Cc1ccc(NC(=O)CSc2nc3ccc(Br)cc3[nH]2)c(C)c1 was read as Polio RdRp inh 100 and Polio RdRp inh FP z-score -1.3.
CC1CCN(S(=O)(=O)c2ccc(NC(=O)c3ccc(C(C)(C)C)cc3)cc2)CC1 was read as Polio RdRp inh 101 and Polio RdRp inh FP z-score -0.1.
For NCCNS(=O)(=O)c1cccc2c(Cl)cccc12 the results were Polio RdRp inh 99 and Polio RdRp inh FP z-score -0.2.
Cc1nc(N2CCOCC2)c2c(C(=O)N3CCN(c4ccc(Cl)cc4)CC3)c(C)oc2n1 was read as Polio RdRp inh 98 and Polio RdRp inh FP z-score -1.3.
Screening CCOC(=O)c1cc(CN2CCOCC2)oc1-c1ccccc1 returned Polio RdRp inh 102 and Polio RdRp inh FP z-score -0.4.
NS(=O)(=O)c1ccc(CCNC(=O)CN2CCCc3ccccc32)cc1 was read as Polio RdRp inh 107 and Polio RdRp inh FP z-score 0.6.
Screening CCCCN(C)C1CCN(Cc2ccccc2)CC1 returned Polio RdRp inh 103 and Polio RdRp inh FP z-score 1.3.
Screening O=C(c1cccc(Cl)c1)N1c2ncnn2C2(CCCCC2)[C@@H]2CCCC[C@@H]21 returned Polio RdRp inh 105 and Polio RdRp inh FP z-score 0.2.
CCOC(=O)c1c(NC(C)=O)sc2c1CCC2 was read as Polio RdRp inh 100 and Polio RdRp inh FP z-score -0.5.
Screening OC1CCCc2c1[nH]c1ccc(C(F)(F)F)cc21 (configuration not stated) returned Polio RdRp inh 104 and Polio RdRp inh FP z-score 0.6.

Next section; the last 6 above are carried over.
Screening CCOC(=O)c1cc(CN2CCOCC2)oc1-c1ccccc1 returned Polio RdRp inh 102 and Polio RdRp inh FP z-score -0.4.
NS(=O)(=O)c1ccc(CCNC(=O)CN2CCCc3ccccc32)cc1 was read as Polio RdRp inh 107 and Polio RdRp inh FP z-score 0.6.
Screening CCCCN(C)C1CCN(Cc2ccccc2)CC1 returned Polio RdRp inh 103 and Polio RdRp inh FP z-score 1.3.
Screening O=C(c1cccc(Cl)c1)N1c2ncnn2C2(CCCCC2)[C@@H]2CCCC[C@@H]21 returned Polio RdRp inh 105 and Polio RdRp inh FP z-score 0.2.
CCOC(=O)c1c(NC(C)=O)sc2c1CCC2 was read as Polio RdRp inh 100 and Polio RdRp inh FP z-score -0.5.
Screening OC1CCCc2c1[nH]c1ccc(C(F)(F)F)cc21 (configuration not stated) returned Polio RdRp inh 104 and Polio RdRp inh FP z-score 0.6.
Screening COc1ccc(-n2ccc3ccccc32)cc1 returned Polio RdRp inh 101 and Polio RdRp inh FP z-score -0.2.
For CC(=O)Nc1ccc(NC(=O)C2CCCN(c3cnccn3)C2)cc1 (configuration not stated) the results were Polio RdRp inh 102 and Polio RdRp inh FP z-score 0.2.
`O=C(CCSc1nnc(-c2ccc(O)cc2)o1)N1CCCCC1` gave Polio RdRp inh 101 and Polio RdRp inh FP z-score -0.3.
Screening O=C(NC1CCCCC1)N1CCC(c2nc3ccccc3[nH]2)CC1 returned Polio RdRp inh 104 and Polio RdRp inh FP z-score 0.3.
`CCOC(=O)C1CCN(C(=O)c2ccccc2NS(=O)(=O)c2cccs2)CC1` gave Polio RdRp inh 99 and Polio RdRp inh FP z-score -0.5.
CC(=O)Nc1ccc(-c2ccc3nnc(C)n3n2)cc1 was read as Polio RdRp inh 105 and Polio RdRp inh FP z-score 1.
Cc1cc(C)c2c(c1)/C(=c1/sc3n(c1=O)CN(c1cccc(Br)c1)CN=3)C(=O)N2 was read as Polio RdRp inh 101 and Polio RdRp inh FP z-score -0.1.
Cc1nn(CCCN)cc1Cl was read as Polio RdRp inh 105 and Polio RdRp inh FP z-score 1.
For CCOc1ccc(-c2cc3nc(C4CCN(C(=O)OC(C)(C)C)CC4)c(C(=O)Nc4c(C)cccc4C)cn3n2)cc1 the results were Polio RdRp inh 105 and Polio RdRp inh FP z-score 0.1.
CC1=C(C(=O)Nc2ccc(C)cc2C)C(c2ccc(C(C)C)cc2)n2nc(C(F)(F)F)nc2N1 (configuration not stated) was read as Polio RdRp inh 101 and Polio RdRp inh FP z-score -1.3.
For CC(=O)N(CN1C(=O)C2CC=CCC2C1=O)c1ccccc1 (configuration not stated) the results were Polio RdRp inh 99 and Polio RdRp inh FP z-score -0.9.
For CCc1cccc(NC(=O)C2c3ccccc3C(=O)N(C)C2c2cn(C)c3ccccc23)c1 (configuration not stated) the results were Polio RdRp inh 101 and Polio RdRp inh FP z-score -1.1.
Screening Cc1cccc(Cn2c(=O)n(-c3ccc(Cl)c(Cl)c3)c(=O)c3c(C)c(C)sc32)c1 returned Polio RdRp inh 109 and Polio RdRp inh FP z-score 0.7.
Screening COC(=O)c1ccc2c(c1)N(C)S(=O)(=O)/C(=C\N(C)C)C2=O returned Polio RdRp inh 100 and Polio RdRp inh FP z-score -0.5.
Screening Cc1ccccc1C(=O)N/N=C/c1ccccc1 returned Polio RdRp inh 103 and Polio RdRp inh FP z-score 0.1.
Screening N#Cc1c(NC(=S)Nc2ccccc2)sc2c1CCC2 returned Polio RdRp inh 114 and Polio RdRp inh FP z-score 1.2.
CCOc1ccccc1CNC(=O)C1CCN(S(=O)(=O)c2cccc3nonc23)CC1 was read as Polio RdRp inh 110 and Polio RdRp inh FP z-score 0.6.
Screening CC(=O)Nc1sc2c(c1CN1CCN(c3ccccn3)CC1)CCCC2 returned Polio RdRp inh 103 and Polio RdRp inh FP z-score 0.4.
`COc1ccc(CC(=O)Nc2ccccc2N2CCOCC2)c(OC)c1` gave Polio RdRp inh 96 and Polio RdRp inh FP z-score -0.4.
Screening Cc1cc(C)cc(CC2CC(=O)N(CCc3ccc4c(c3)OCO4)C2=O)c1 (configuration not stated) returned Polio RdRp inh 103 and Polio RdRp inh FP z-score 0.3.
CCN(CC)S(=O)(=O)c1ccc(-n2c(=O)c(C(C)C)c(C)n2C)cc1 was read as Polio RdRp inh 99 and Polio RdRp inh FP z-score -0.5.
For Cn1c(=O)c2c(nc(Oc3ccccc3Cl)n2Cc2ccc(C#N)cc2)n(C)c1=O the results were Polio RdRp inh 104 and Polio RdRp inh FP z-score -1.
CN(C)/C=C/C=C1\CCc2ccccc2C1=O was read as Polio RdRp inh 70 and Polio RdRp inh FP z-score -7.
COc1ccc(C(=O)NNc2ncnc3c2cnn3-c2ccc(C)cc2C)cc1 was read as Polio RdRp inh 101 and Polio RdRp inh FP z-score -1.
For CCOC(Cn1c(SCC#N)nc2ccccc2c1=O)OCC the results were Polio RdRp inh 99 and Polio RdRp inh FP z-score -0.6.
Screening CC(=O)c1ccc(NC(=O)CCCSc2nc(-c3ccco3)cc(C(F)(F)F)n2)cc1 returned Polio RdRp inh 104 and Polio RdRp inh FP z-score 0.1.
CC(C)c1ccc(C(=O)Nc2ccccc2C#N)cc1 was read as Polio RdRp inh 98 and Polio RdRp inh FP z-score -0.5.
`CCN(CC)C(C(=O)O)c1ccccc1` (configuration not stated) gave Polio RdRp inh 104 and Polio RdRp inh FP z-score 0.9.
Screening O=C(NC(=O)c1cn2cc(C(F)(F)F)cc(Cl)c2n1)Nc1ccc(Cl)cc1 returned Polio RdRp inh 108 and Polio RdRp inh FP z-score 0.4.
FC(F)(F)c1ccccc1-n1c(-c2ccco2)n[nH]c1=S was read as Polio RdRp inh 100 and Polio RdRp inh FP z-score -0.2.

Next section, starting with the last 4 of the part before.
CC(C)c1ccc(C(=O)Nc2ccccc2C#N)cc1 was read as Polio RdRp inh 98 and Polio RdRp inh FP z-score -0.5.
`CCN(CC)C(C(=O)O)c1ccccc1` (configuration not stated) gave Polio RdRp inh 104 and Polio RdRp inh FP z-score 0.9.
Screening O=C(NC(=O)c1cn2cc(C(F)(F)F)cc(Cl)c2n1)Nc1ccc(Cl)cc1 returned Polio RdRp inh 108 and Polio RdRp inh FP z-score 0.4.
FC(F)(F)c1ccccc1-n1c(-c2ccco2)n[nH]c1=S was read as Polio RdRp inh 100 and Polio RdRp inh FP z-score -0.2.
`COc1ccccc1NC(=O)CSc1ncnc2c1nnn2Cc1ccccc1` gave Polio RdRp inh 101 and Polio RdRp inh FP z-score -1.
For O=C(c1ccccc1F)N1CCC(c2nc3c(nnn3Cc3cccc(F)c3)c(=O)[nH]2)CC1 the results were Polio RdRp inh 104 and Polio RdRp inh FP z-score -0.7.
For Cc1cc2n(n1)CCCN2C(=O)CCC(=O)N1CCCCCC1 the results were Polio RdRp inh 103 and Polio RdRp inh FP z-score 1.3.
CCOC(=O)C1CCCN(C(=O)c2ccc(OCC)cc2)C1 (configuration not stated) was read as Polio RdRp inh 101 and Polio RdRp inh FP z-score 0.1.
